# Screening results: PubChem, The Scripps Research Institute Molecular Screening Center
# KLK7 zymogen act – proKLK7 (human) activation, primary screen; P49862; purified proKLK7, EDANS-DABCYL substrate fluorescence; 100% is mature enzyme control, 0% vehicle; activation, % at 7 µM; 370,000 compounds, 0.9% hits; AID 652039;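 active = activation above the mean of all tested compounds plus 3 SD, computed per campaign excluding outliers beyond control limits, cut at about 13% in these data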
# Target sequence (P49862 whole entry, looked up): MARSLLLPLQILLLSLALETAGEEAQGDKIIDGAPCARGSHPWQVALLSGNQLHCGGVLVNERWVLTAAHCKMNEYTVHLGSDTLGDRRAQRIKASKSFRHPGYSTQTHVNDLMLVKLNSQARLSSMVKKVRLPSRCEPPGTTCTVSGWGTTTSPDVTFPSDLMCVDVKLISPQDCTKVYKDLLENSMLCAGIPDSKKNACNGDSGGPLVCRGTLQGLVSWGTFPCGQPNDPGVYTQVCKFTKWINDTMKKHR
# ADAM17 inh – ADAM17 inhibition, QFRET primary screen. P78536. recombinant ADAM17, EDANS/DABCYL FRET peptide cleavage. inhibition, % at 6.95 µM. 370,000 compounds, 0.83% hits;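 active = inhibition above the mean of compounds lying between control limits plus 3 SD, set per campaign, cut at about 8.5% in these data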;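 also: 0% = DMSO-only wells as the low control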
# PLCg1 inh – blocks human PLC-gamma1 enzyme activity. purified PLC-gamma1, fluorogenic substrate, fluorescence. inhibition, % at 12.2 µM. 370,000 compounds, 0.84% hits. AID 720700; in the data active = inhibition above about 9.5%
# ASAP1 GAP inh – blocks human ASAP1-stimulated Arf1 GTP hydrolysis; Q9ULH1; GDP FP detection; inhibition, % at 16.5 µM; 360,000 compounds, 0.19% hits; AID 624377; in the data active = inhibition above about 25%;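 also: 0% = vehicle with enzyme and substrate and 100% = no enzyme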
# ARFGAP1 inhibitor – inhibitors of rat ARFGAP1; Q62848; Arfgap1-stimulated ARF1 GTP hydrolysis, GDP FP detection; inhibition, % at 16.5 µM; 360,000 compounds, 0.26% hits; AID 651572;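 active = inhibition above a per-plate limit, mean inhibition of low control wells plus 3 SD, cut at about 25% in these data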;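 also: 0% = DMSO wells with enzyme and 100% = wells lacking Arfgap1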
#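 Material: rat Arfgap1 catalytic domain, aa 1-136; also added: human ARF1(Δ1-17)-GTP substrate; compound dosing: one concentration, 16.5 µM, DMSO 1.26%; incubation: GTP hydrolysis reaction 2 h at 25 °C; measured by: Tracer-displacement fluorescence polarization with EDTA stop, 620/688 nm; evaluation: % inhibition from polarization; repeats: one replicate per compound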
# MBD2 inh – MBD2-methylated oligo binding inhibition; TR-FRET, MBD2 binding to methylated oligonucleotide; inhibition, % at 4.4 µM; 370,000 compounds, 0.31% hits; AID 686964; in the data active = inhibition above about 13%
# UHRF1 MBD2 ctr – blocks human UHRF1 binding to methylated DNA; UHRF1 binding to methylated oligo, TR-FRET; inhibition, % at 4.4 µM; 370,000 compounds, 0.75% hits; AID 687016; in the data active = inhibition above about 21%;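 also: UHRF1 SRA domain binding a hemimethylated CpG hairpin DNA probe; 0% = median of test compound wells and 100% = reference inhibitor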
# Target sequence (Q96T88 whole entry, looked up, the tested form may be a part): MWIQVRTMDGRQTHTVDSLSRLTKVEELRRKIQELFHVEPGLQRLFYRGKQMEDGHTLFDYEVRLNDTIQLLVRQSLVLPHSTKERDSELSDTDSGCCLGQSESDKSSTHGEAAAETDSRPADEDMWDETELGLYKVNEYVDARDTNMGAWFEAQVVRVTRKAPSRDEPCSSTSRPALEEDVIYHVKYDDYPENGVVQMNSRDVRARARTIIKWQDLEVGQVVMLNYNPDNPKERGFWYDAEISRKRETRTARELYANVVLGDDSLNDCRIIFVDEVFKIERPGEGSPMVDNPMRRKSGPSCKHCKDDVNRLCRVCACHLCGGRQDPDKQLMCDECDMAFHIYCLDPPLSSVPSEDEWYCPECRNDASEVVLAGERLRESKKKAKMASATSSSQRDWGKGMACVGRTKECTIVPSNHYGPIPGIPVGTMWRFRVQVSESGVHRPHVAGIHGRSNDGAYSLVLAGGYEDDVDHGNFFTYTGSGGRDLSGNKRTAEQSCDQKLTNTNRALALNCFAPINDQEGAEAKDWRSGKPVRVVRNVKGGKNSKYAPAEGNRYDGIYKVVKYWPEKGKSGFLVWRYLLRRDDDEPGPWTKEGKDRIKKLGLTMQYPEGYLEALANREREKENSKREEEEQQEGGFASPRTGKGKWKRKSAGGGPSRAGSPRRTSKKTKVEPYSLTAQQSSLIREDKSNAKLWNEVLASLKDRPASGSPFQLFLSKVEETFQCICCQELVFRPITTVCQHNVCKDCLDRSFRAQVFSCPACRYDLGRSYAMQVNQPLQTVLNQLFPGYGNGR
# DDE Tn7 FP inh – disrupts Tn7 cyclic peptide binding to fibrin D-Dimer-E complex. P02675. FP displacement of FITC-Tn7 peptide from fibrin DD(E); 0% = median of compound wells per plate. inhibition, % at 8.3 µM. 370,000 compounds, 0.13% hits. AID 720508;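 active = inhibition above the mean of compounds falling within the control limits plus 3 SD of them, cut at about 14% in these data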;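 also: 0% = plate median of compound wells and 100% = 10 µM Aha-Tn7 peptide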
#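 Assay system: Human clot-derived fibrin DD(E) complex | Buffer or medium: Tris/NaCl/CaCl2 buffer, pH 7.8 | Repeats: One replicate per compound | Benchmarks: Aha-Tn7 high control | Measure: % inhibition scaled between sample-field median and high-control FP | Schedule: 10 min plus 3 h, room temperature | Signal: Fluorescence polarization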
# PLC-beta3 inh – inhibitors of human phospholipase C beta3; Q01970; Purified PLC-beta3, fluorogenic substrate, fluorescence; inhibition, % at 12.2 µM; 370,000 compounds, 0.18% hits; in the data active = inhibition above about 11%;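 also: 0% = median of compound wells on plate and 100% = full blocker control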
# Tn6 DDE FP – inhibitors of Tn6 peptide binding to human fibrin DD(E); P02675; Fibrin DD(E) TRITC-Tn6 fluorescence polarization displacement; inhibition, % at 8.3 µM; 370,000 compounds, 0.21% hits; AID 720509;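 active = inhibition above a per-campaign cutoff: mean of compounds within control limits plus 3 SD, cut at about 15% in these data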;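 also: 0% = median of all compound wells on the plate and 100% = blocking peptide control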
# An asterisk follows results filed as active; i = inactive; . = not tested or not shown.
# Each structure is followed by: PLCg1 inh	ADAM17 inh	DDE Tn7 FP inh	ARFGAP1 inhibitor	UHRF1 MBD2 ctr	ASAP1 GAP inh	PLC-beta3 inh	KLK7 zymogen act	MBD2 inh	Tn6 DDE FP
O=C1CN(C(=O)COC(=O)/C=C/c2ccc(OC(F)F)cc2)c2ccccc2N1
→ -2.7	-1.4	1.2	6.2	0.8	-13.5	-2.1	-0.2	0.8	0.1
C=C(C)Cn1c(C2CC(=O)N(c3ccccc3F)C2)nc2ccccc21 (stereo not given)
→ -0.3	1.6	-0.1	1.7	-1.8	-3.0	3.8	-0.2	-3.2	-1.1
COc1cccc(OC)c1C(=O)N1CCN=C1SCc1cccnc1
→ 4.8	-3.1	2.0	1.9	0.6	10.1	3.0	0.1	-4.6	-2.6
Cc1c(C)c2cc(Cl)c(O)c(CN(C)C)c2oc1=O
→ i	i	0.7	-0.7	-3.4	-7.5	i	73.8*	-7.2	13.5
O=C1c2ccccc2C(=O)N1CCCOc1ccccc1
→ -3.5	-4.6	0.4	11.8	-1.3	5.2	-2.5	0.1	2.1	-2.2
O=C1NC[C@H](CC2CCCCC2)N(CCc2cccc3ccccc23)C1=O
→ 0.0	-0.1	-9.6	-3.1	-2.7	0.4	0.7	0.6	6.1	5.5
CC(Sc1nnnn1C)C(=O)Nc1ccc(N2CCOCC2)cc1 (stereo not given)
→ -1.3	-3.6	-5.2	-2.1	-0.7	8.8	-1.8	0.3	0.6	0.3
Cc1ccc(S(=O)(=O)C=CS(=O)(=O)c2ccc(C)cc2)cc1
→ -0.1	-0.3	-0.1	-16.8	-1.1	-5.6	-7.2	0.3	0.0	-10.4
CCc1ccccc1NC(=O)NCc1ccc2c(c1)OCO2
→ 2.8	-3.2	1.9	7.7	2.0	-8.8	-7.4	-0.6	2.5	0.0
Cc1c(OC(C)C(=O)NCCCN2CCOCC2)ccc2c1oc(=O)c1ccccc12 (stereo not given)
→ -297.0	-323.5	4.5	0.6	3.2	-4.3	i	4.9	3.4	12.0
CCOc1cc2[nH]c(=S)n(CCCN3CCCC3=O)c(=O)c2cc1OCC
→ 2.2	0.8	3.5	2.4	-0.8	4.8	0.7	0.2	-4.1	7.4
C[C@@H]1OC(C2CCCCC2)N(C)[C@H]2C[C@H]3c4cc(N5CCOCC5)ccc4CCN3C[C@@H]12 (stereo not given in full)
→ -15.8	-0.9	-4.6	.	-3.6	.	-17.1	-0.1	2.1	-8.8
COC(=O)c1cc(NC(=O)c2cccc(C(F)(F)F)c2)c(=O)oc1C/C=N/OCc1cccc(Cl)c1Cl
→ -31.5	2.9	-2.7	-9.7	0.3	-6.3	-28.4	0.1	-7.6	3.2
Cc1ccc(CNCC(O)(c2ccc(F)cc2)c2ccc(F)cc2)cc1
→ 6.3	4.9	1.0	0.7	1.9	17.3	10.0	0.0	-1.9	-4.0
O=C(Nc1ccnn1C1CCN(Cc2ccc(Cl)cc2)CC1)C1CCCC1
→ 1.0	-1.7	0.2	5.0	-0.3	2.3	-5.9	0.2	-1.8	2.7

# Continuation:
# Each structure is followed by: PLCg1 inh	ADAM17 inh	DDE Tn7 FP inh	ARFGAP1 inhibitor	UHRF1 MBD2 ctr	ASAP1 GAP inh	PLC-beta3 inh	KLK7 zymogen act	MBD2 inh	Tn6 DDE FP
O=C(CCCCn1c(=O)c2ccccc2n(Cc2ccc(F)cc2Cl)c1=O)NCc1ccco1
→ -1.0	-1.7	-3.3	2.1	0.1	-0.6	2.9	-0.3	3.5	0.9
O=C(CCc1ccccc1)NC(=S)Nc1ccccc1[N+](=O)[O-]
→ -0.3	1.0	0.2	-8.4	-0.2	8.8	0.8	0.0	4.1	0.2
Cc1ccc(C(=O)NC2CC3CCC(C2)N3Cc2ccco2)cc1 (stereo not given)
→ 0.0	0.8	8.6	-19.3	-2.5	-12.5	2.4	0.9	2.5	-3.0
Oc1ccc(-c2csc(Nc3ccc4c(c3)OCO4)n2)c(O)c1
→ -50.0	-2.7	-8.3	14.3	-2.2	4.3	-77.4	-1.1	-5.5	6.2
CCOc1ccc(-c2cc(C(=O)N/N=C(\C)c3cccnc3)c3ccccc3n2)c(OCC)c1
→ -106.7	-14.7	-5.8	6.8	2.4	1.2	-180.7	0.7	-3.4	-6.5
CCOC(=O)C1=C(COC(=O)c2c(OC)cccc2OC)NC(=O)NC1C (stereo not given)
→ 2.6	-5.7	2.1	14.1	1.3	11.8	-7.3	0.1	1.2	-6.0
O=C(NC(Cc1ccccc1)C(=O)O)/C(=C/c1ccccc1)NC(=O)c1cccc(Br)c1 (stereo not given)
→ -5.1	1.7	-1.3	4.4	-0.5	-9.3	-5.0	-0.2	-4.2	0.1
COc1ccc(NC(=S)N(Cc2ccc(Cl)cc2)Cc2ccc(C(=O)O)cc2)cc1Cl
→ 1.2	-0.4	-3.8	3.7	-3.1	2.2	-4.3	-0.2	-1.6	-11.0
CCCCN(C)c1c(C)nc2ccc(C(=O)N(CC)CCN(C)C)cn12
→ -6.4	-15.4	6.4	2.3	0.5	-4.9	-5.6	0.8	0.9	2.4
CCCN(CCC)C(=O)CC(c1ccccc1)c1cc(C)ccc1O (stereo not given)
→ 1.2	-2.7	4.2	4.6	1.6	-3.7	3.7	-0.5	-1.2	-1.3
N#CCc1nn(-c2ccc(Cl)cc2)c(N)c1C#N
→ -4.8	-4.1	4.1	-5.2	-4.0	7.7	-11.3	0.3	1.4	-1.5
Cc1cc(C)nc(NC(=O)c2cc([N+](=O)[O-])cc([N+](=O)[O-])c2)n1
→ 4.2	1.5	-3.2	12.9	1.0	-19.0	4.7	0.0	1.7	8.4
CS(=O)(=O)c1cccc(-c2ccc3nncn3c2)c1
→ 6.2	-3.3	8.4	-3.5	4.8	7.1	-1.2	-0.9	5.7	-2.5
CC(C)C(=O)OCCCN1C(=O)CCC12CCC(c1ccccc1)CC2 (stereo not given)
→ -2.5	-1.2	7.7	.	1.8	.	-0.3	0.0	1.0	1.0
O=C(COC(=O)CNC(=O)c1ccccc1)Nc1ccc2c(c1)OCO2
→ -0.3	0.8	1.9	-9.3	-3.1	1.8	2.1	0.2	-4.2	4.8

# Following part:
# Each structure is followed by: PLCg1 inh	ADAM17 inh	DDE Tn7 FP inh	ARFGAP1 inhibitor	UHRF1 MBD2 ctr	ASAP1 GAP inh	PLC-beta3 inh	KLK7 zymogen act	MBD2 inh	Tn6 DDE FP
CCCS(=O)(=O)NC(=O)C1(C)CCN(C(=O)c2ccc(SC(F)(F)F)cc2)C1 (stereo not given)
→ 0.6	-4.0	-6.6	5.0	-0.8	-0.4	3.0	-0.1	-1.2	4.5
Cc1ccc(C(c2c(NC(=O)c3ccco3)sc(C)c2C)N2CCOCC2)cc1 (stereo not given)
→ -10.5	-2.9	-0.2	15.1	1.3	5.3	-9.5	-0.3	2.4	-6.2
CC(C)(C)OC(=O)N1CCC(CNC(=O)c2cccs2)CC1
→ -0.1	-2.3	0.5	-6.6	15.1	-7.3	-4.7	-0.4	-0.6	-5.7
Cc1ccc(CNC(=O)c2ccc(OCC3CCCO3)cc2)cc1 (stereo not given)
→ -2.5	0.1	2.5	0.7	0.7	-5.0	-0.2	0.1	1.2	4.0
NC(=O)c1ccsc1NC(=O)COC(=O)/C=C/c1ccccc1[N+](=O)[O-]
→ -2.6	0.2	1.6	6.2	-1.9	3.7	0.0	-0.5	0.3	-2.7
CCCNC(=O)C(=O)NCc1ccccn1
→ 4.1	-1.4	-2.5	-10.1	1.9	11.7	1.8	-0.2	-1.6	4.1
Cc1ccccc1/C(N)=N/OC(=O)c1ccc(F)cc1
→ -0.1	-1.9	3.5	-9.4	-1.3	-4.7	-0.4	-0.1	5.4	4.9
Cc1cc(C(=O)N/N=C/c2c3ccccc3cc3ccccc23)n[nH]1
→ -25.9	0.1	-2.9	1.6	1.9	10.6	-48.1	-1.3	-4.2	-3.0
Cc1cccc(Oc2ccccc2NC(=O)c2cnccn2)c1
→ 6.8	3.8	-3.8	6.5	-2.0	5.1	7.0	-0.7	-6.5	-2.3
C=CCNS(=O)(=O)c1ccc(OCC(=O)OC)cc1
→ 1.5	-1.1	15.6*	-5.6	4.9	0.0	-1.7	0.5	2.9	-1.5
Cc1ccc(CN2C(=O)CSC2c2ccc(F)cc2)cc1 (stereo not given)
→ 4.1	2.9	-3.8	0.8	-0.5	0.6	-1.2	0.6	-5.8	-0.1
COc1cccc(C(=O)Nc2ccc3c(c2)C(=O)c2ccccc2C3=O)c1
→ -2.3	-1.8	-3.8	11.7	-1.2	8.2	1.1	0.0	-2.0	1.9
CCN(CC)S(=O)(=O)c1ccc(/C=C/C(=O)OCC(=O)N(C)C)cc1
→ -0.3	-6.8	1.5	-0.6	0.7	-13.0	-2.1	-0.3	-2.4	0.9
CCOC(=O)N1CCN(C(=O)c2ccc(-n3c(=S)[nH]c4ccccc4c3=O)cc2)CC1
→ 0.5	-0.6	4.6	14.8	-2.0	2.8	1.7	0.1	-1.2	-1.6

# Among those listed so far, 6 have a Cl atom:
# Each structure is followed by: PLCg1 inh	ADAM17 inh	DDE Tn7 FP inh	ARFGAP1 inhibitor	UHRF1 MBD2 ctr	ASAP1 GAP inh	PLC-beta3 inh	KLK7 zymogen act	MBD2 inh	Tn6 DDE FP
Cc1c(C)c2cc(Cl)c(O)c(CN(C)C)c2oc1=O
→ i	i	0.7	-0.7	-3.4	-7.5	i	73.8*	-7.2	13.5
COC(=O)c1cc(NC(=O)c2cccc(C(F)(F)F)c2)c(=O)oc1C/C=N/OCc1cccc(Cl)c1Cl
→ -31.5	2.9	-2.7	-9.7	0.3	-6.3	-28.4	0.1	-7.6	3.2
O=C(Nc1ccnn1C1CCN(Cc2ccc(Cl)cc2)CC1)C1CCCC1
→ 1.0	-1.7	0.2	5.0	-0.3	2.3	-5.9	0.2	-1.8	2.7
O=C(CCCCn1c(=O)c2ccccc2n(Cc2ccc(F)cc2Cl)c1=O)NCc1ccco1
→ -1.0	-1.7	-3.3	2.1	0.1	-0.6	2.9	-0.3	3.5	0.9
COc1ccc(NC(=S)N(Cc2ccc(Cl)cc2)Cc2ccc(C(=O)O)cc2)cc1Cl
→ 1.2	-0.4	-3.8	3.7	-3.1	2.2	-4.3	-0.2	-1.6	-11.0
N#CCc1nn(-c2ccc(Cl)cc2)c(N)c1C#N
→ -4.8	-4.1	4.1	-5.2	-4.0	7.7	-11.3	0.3	1.4	-1.5
